S1P4 antag – S1P4 receptor antagonists, primary screen, cell-based. 0.26% of 220,000 active. AID 1510, 2009. inhibition, % at 4.98 µM. S1P4-expressing cells, antagonist mode, reporter read-out. Sphingosine 1-phosphate receptor 4 (Homo sapiens), O95977; in the data active = inhibition above about 29%;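 also: 0% = wells stimulated with agonist and 100% = vehicle wells without agonist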
PERK inhibitor – block of dimerizer-induced PERK translation repression, primary screen, PERK inhibitor project, CHO PERK-DD cells, SEAP luminescence, HTS. 0.17% of 220,000 active. CHO PERK-DD fusion, SEAP luminescence translation reporter. AID 1416, 2008. inhibition, % at 5.6 µM;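 active = inhibition above the mean inhibition of all tested compounds plus 3 SD, set separately per screening campaign, cut at about 2.9% in these data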;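 also: PERK kinase domain activated by AP20187 dimerizer at 100 nM; 0% = DMSO with dimerizer and 100% = rapamycin at 8.4 µM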
Target sequence (Q9NZJ5 whole entry, looked up, the tested form may be a part): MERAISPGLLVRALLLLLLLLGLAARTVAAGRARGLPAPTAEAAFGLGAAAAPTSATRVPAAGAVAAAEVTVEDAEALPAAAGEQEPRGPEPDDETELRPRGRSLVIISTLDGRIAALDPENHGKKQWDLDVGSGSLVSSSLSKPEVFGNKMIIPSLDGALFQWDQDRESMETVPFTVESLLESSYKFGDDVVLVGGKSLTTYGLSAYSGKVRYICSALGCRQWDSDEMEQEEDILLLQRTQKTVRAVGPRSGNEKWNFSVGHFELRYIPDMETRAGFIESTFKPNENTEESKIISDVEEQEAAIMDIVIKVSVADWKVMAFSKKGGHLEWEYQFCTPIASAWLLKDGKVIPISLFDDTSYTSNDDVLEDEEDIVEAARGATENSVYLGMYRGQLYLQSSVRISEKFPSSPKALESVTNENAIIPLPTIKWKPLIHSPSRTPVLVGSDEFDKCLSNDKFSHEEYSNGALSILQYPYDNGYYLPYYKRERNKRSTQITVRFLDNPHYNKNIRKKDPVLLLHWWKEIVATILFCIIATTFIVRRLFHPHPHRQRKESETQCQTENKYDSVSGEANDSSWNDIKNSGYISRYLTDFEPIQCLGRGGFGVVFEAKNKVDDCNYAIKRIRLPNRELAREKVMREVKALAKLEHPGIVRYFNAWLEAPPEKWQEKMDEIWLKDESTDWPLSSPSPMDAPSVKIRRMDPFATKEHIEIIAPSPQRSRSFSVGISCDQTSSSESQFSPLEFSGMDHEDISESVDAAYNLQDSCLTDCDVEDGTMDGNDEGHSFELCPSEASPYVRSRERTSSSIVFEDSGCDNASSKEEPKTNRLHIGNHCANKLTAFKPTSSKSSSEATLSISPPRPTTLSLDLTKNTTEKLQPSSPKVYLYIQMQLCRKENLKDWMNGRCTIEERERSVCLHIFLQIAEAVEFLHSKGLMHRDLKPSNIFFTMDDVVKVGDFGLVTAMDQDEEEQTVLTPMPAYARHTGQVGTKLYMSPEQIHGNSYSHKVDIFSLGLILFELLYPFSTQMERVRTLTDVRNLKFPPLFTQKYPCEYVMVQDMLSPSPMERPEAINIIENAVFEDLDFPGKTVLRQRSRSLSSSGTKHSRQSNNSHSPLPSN
S1P4 ag – S1P4 receptor agonists, primary screen, cell-based; activation, % at 4.98 µM; 0.35% of 220,000 active; Sphingosine 1-phosphate receptor 4 (Homo sapiens), O95977; S1P4-expressing cell line, agonist reporter assay; in the data active = activation above about 11%;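 also: 0% = DMSO vehicle and 100% = reference agonist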
Wee1 stabilizer – Wee1 degradation inhibitors, primary screen, cell-based, HeLa, Wee1K328M-luciferase, luminescence | 1.2% of 220,000 active | Wee1-like protein kinase (Homo sapiens), P30291 | reporter increase, % at 5 µM | AID 1321, 2008 | HeLa Luc-Wee1K328M stability; 100% = proteasome inhibitor MG132 effect;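 active = activation above the mean of all tested compounds plus 3 SD, set per screening run, cut at about 8.8% in these data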;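 also: cells exposed to compound for 20 h before luminescence read; 0% = DMSO alone and 100% = MG132 at 30 µM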
BaF3 tox – parental Ba/F3 cell viability inhibition, counter-screen for JAK2V617F inhibitor project, murine pro-B, CellTiter-Glo luminescence | CellTiter-Glo ATP luminescence | inhibition, % at 5.6 µM | 1.1% of 220,000 active;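 active = inhibition above a per-campaign cutoff, the mean inhibition of all tested compounds plus 3 SD, cut at about 27% in these data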;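 also: 0% = DMSO wells and 100% = JAK Inhibitor I control wells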
Ba/F3 V617F tox – reduced viability of JAK2V617F-dependent Ba/F3 cells, primary screen, JAK2V617F inhibitor project, cell-based, Ba/F3 EpoR-JAK2V617F, luminescence; ATP luminescence; AID 1446, 2008; 1.1% of 220,000 active; inhibition, % at 5.6 µM;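 active = inhibition above the campaign mean plus 3 SD over all tested compounds, cut at about 24% in these data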;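 also: cytokine-independent growth of Ba/F3 cells driven by EpoR plus mutant JAK2; 0% = DMSO-treated cells and 100% = JAK inhibitor I control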
eIF4E 4G PPI – eIF4E–eIF4G protein interaction inhibitors, primary screen, biochemical, uHTS, TR-FRET, eIF4GI fragment. AID 782, 2007. inhibition, % at 21.7 µM. Eukaryotic translation initiation factor 4E (Mus musculus) + Eukaryotic translation …. TR-FRET eIF4E-eIF4GI(517-606) binding, 2 h. 0.37% of 220,000 active;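 active = inhibition above about 30%, limit read from the data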;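 also: 0% = full FRET control wells and 100% = background wells lacking eIF4GI fragment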
NPY-Y2 PAM-ag – NPY-Y2 potentiators or agonists, primary screen, cell-based. Neuropeptide Y receptor type 2 (Homo sapiens), P49146. cells expressing NPY-Y2, potentiator/agonist read-out. activation, % at 3.6 µM. 0.45% of 220,000 active; in the data active = activation above about 27%;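 also: cells stimulated with NPY near EC25 plus isoproterenol at EC100; 0% = vehicle plus submaximal agonist and 100% = vehicle plus saturating agonist; some results beyond the cut were filed as inactive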
MDM2 E3 inh – MDM2-luciferase reporter signal enhancers, primary screen, MDM2 E3 ligase inhibitor project, cell-based, luminescence, 1536-well; E3 ubiquitin-protein ligase Mdm2 (Homo sapiens), Q00987; cell-based MDM2 ubiquitination luciferase reporter, 2 h; 0 = plate control, 100 = twice control, blank-subtracted; signal enhancement, % at 5 µM; 0.11% of 210,000 active; AID 1230, 2008;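 active = signal enhancement of 30% or more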;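 also: luminescence tracks abundance of the self-degrading MDM2-luciferase fusion protein; higher signal means inhibition of MDM2 E3 ligase activity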
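system = mammalian cells stably expressing self-ubiquitinating, self-degrading MDM2 E3–luciferase fusion | quantity = 2000 cells per well seeded | incubation = 4 h cell settling then 2 h compound exposure, 37 °C | signal = SteadyLite luminescence, 15 min reagent step | benchmarks = plate control and blank wells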
Numbers without * were called inactive; . = not tested or not shown; [ ] = another dose, or the depositor's remark. Rows are unselected; about 4.1% have a hit in one of these screens.

SMILES	S1P4 antag	PERK inhibitor	S1P4 ag	Wee1 stabilizer	BaF3 tox	Ba/F3 V617F tox	eIF4E 4G PPI	NPY-Y2 PAM-ag	MDM2 E3 inh
Nc1nc(Nc2ccccc2)nc(NCc2ccccc2)c1[N+](=O)[O-]	-25.4	-2.1	-0.4	-2.5	-1.3	-1.8	4.0	22.6	1.9
CCc1ccc(S(=O)(=O)NCc2cn3ccccc3n2)s1	-23.2	-0.4	0.2	6.7	1.1	-3.2	0.2	6.2	1.4
c1coc(Cn2nnnc2CN2CCN(C3CCCC3)CC2)c1	2.7	1.3	-0.4	1.4	7.3	-1.4	15.4	-4.1	-28.1
S=c1[nH]nc(-c2ccc3ccccc3n2)n1-c1cc(Cl)cc(Cl)c1	-26.1	0.0	1.4	-0.7	4.1	-0.9	0.8	-17.1	-6.6
CC1(O)C(=O)c2ccccc2N(c2ccccc2)C1=O (centres undefined)	-10.8	-0.5	0.6	1.9	4.3	-1.1	3.7	-1.0	6.1
COc1cc(OC)nc(-n2ncc(OC)c(Br)c2=O)n1	-21.3	1.2	0.3	3.8	1.9	-1.7	17.1[fluorescence artefact?]	2.4	3.6
CN(C)/C=N/c1nc2nccc(-c3ccccc3)n2n1	-10.7	2.4	1.4	0.7	4.3	0.3	7.2	-2.4	-7.2
Cc1ccc(C)c(C(=O)Nc2c(C(N)=O)oc3ccccc23)c1	-8.1	-0.4	0.4	-0.9	12.2	2.9	-1.3	1.6	-10.0
COc1ccc(/C=N/NC(=O)c2sc3nc(C)cc(C)c3c2N)cc1	10.2	-1.4	-0.9	-0.1	2.5	3.3	-8.3	-13.3	-11.5
CCc1cccc(NC(=O)NC(=O)Cn2nnc(C(=O)OC)c2C(=O)OC)c1	-10.6	-1.2	-0.1	6.5	3.2	-1.8	-5.6	-10.4	-12.3
COC(=O)c1nnn(-c2nonc2N)c1CSc1ccc(Cl)cc1	-8.8	-0.1	1.4	-1.5	0.3	-2.7	3.1	9.8	-6.8
CC1(c2ccccc2Cl)NC(=O)N(CC(=O)NCCC2=CCCCC2)C1=O (centres undefined)	-0.6	0.1	0.2	-2.1	3.0	-1.9	0.3	-8.2	-6.7
COc1cc(NC(=O)NC(C)(C(F)(F)F)C(F)(F)F)cc(OC)c1OC	2.5	1.7	-2.4	5.0	6.0	-0.6	-1.7	-16.1	-2.8
Cc1cccc(C2C3=C(Nc4[nH]n(-c5ccccc5)c(=O)c42)c2ccccc2C3=O)c1 (centres undefined)	-25.9	0.0	1.2	-1.7	5.3	-2.3	13.1	2.4	5.8
COC(=O)c1ccccc1NC(=O)Nc1ccc(C(=O)N2CCCC2)cc1	4.8	0.8	-0.2	4.7	3.5	2.0	5.0	-4.9	-8.7
COc1ccc(CCNc2cc(=O)[nH]c(N)n2)cc1	5.8	0.4	3.5	1.4	-0.2	-4.6	-2.4	1.6	-23.6
CCC(=O)Nc1nc(C)c(Oc2ccccc2)c(=O)[nH]1	-0.2	1.2	1.2	-1.6	1.0	-1.4	-14.2	5.8	-2.0
CC(=O)NC1=NN(C(C)=O)C(C)(c2ccccn2)S1 (centres undefined)	-8.3	-0.3	-0.2	4.3	4.3	0.9	2.2	-12.3	12.8
CCc1cc2cc3c(cc2nc1SCC(=O)Nc1nnc(C)s1)OCCO3	-2.6	0.7	-2.3	-0.4	7.7	1.9	-24.8	-15.5	0.2
COc1ccc(-c2nnc3sc(COc4ccc(C)cc4)nn23)cc1	-7.0	0.9	-1.0	0.4	-1.5	-4.5	-0.6	5.6	-7.9
CC(=O)Nc1ccc2nc(NC(=O)COc3ccc([N+](=O)[O-])cc3)sc2c1	-6.0	0.4	0.8	-3.0	4.4	-1.4	-4.1	-10.5	7.9
COC(=O)c1c(-c2ccccc2Cl)noc1/C=C/N(C)C	-10.5	0.6	1.1	-2.0	6.9	-0.7	2.6	5.0	42.5*
O=C(c1cc(Cl)cc(Cl)c1)N1CCOCC1	-1.0	0.7	0.1	-0.7	0.1	-5.8	2.5	5.4	-5.3
Cc1c(Br)c([N+](=O)[O-])nn1CCCC(=O)NC(C)c1ccccc1 (centres undefined)	-1.1	0.4	0.1	-2.7	10.0	3.5	-1.4	7.2	-6.8
Cc1ccc(CNC(=O)/C=C/c2cccs2)cc1	-9.6	0.7	1.3	-2.5	-1.5	-3.1	2.5	-11.7	1.7
More records
SMILES	S1P4 antag	PERK inhibitor	S1P4 ag	Wee1 stabilizer	BaF3 tox	Ba/F3 V617F tox	eIF4E 4G PPI	NPY-Y2 PAM-ag	MDM2 E3 inh
CCNc1nc(Oc2ccc(=O)n(-c3ccccc3)n2)nc(N2CCOCC2)n1	-2.5	-0.6	0.7	0.4	1.4	2.5	4.0	8.9	-13.8
CC(=O)Nc1cccc(OCCCNC(=O)c2ccc(F)cc2)c1	2.0	0.3	1.4	3.5	-0.8	-0.5	-0.6	-5.3	-9.2
C=CCn1c(=S)[nH]c2scc(-c3cccs3)c2c1=O	-12.1	1.1	-0.6	1.3	7.1	0.4	-5.5	-1.7	-11.8
Cc1cc(C(=O)OCC(=O)c2c(N)n(C)c(=O)n(C)c2=O)c(C)n1-c1ccccc1	-17.9	0.1	1.7	-3.6	0.1	-3.0	5.1[fluorescence artefact?]	12.0	-5.1
CN1CCc2c(c3c(n2C)CCN(C)C3c2ccc(F)cc2)C1c1ccc(F)cc1 (centres undefined)	1.3	-0.7	3.3	1.3	8.1	3.0	-4.0	4.3	-10.1
Cc1ccc2c(c1)c(C)c(C)n2CC(O)Cn1nnc2ccccc21 (centres undefined)	-1.3	0.8	-0.1	0.5	2.6	-2.5	-2.5	2.9	-2.7
Cc1cccnc1NC(=O)CCNS(=O)(=O)c1ccc2c(c1)c(=O)n(C)c(=O)n2C	-10.5	0.4	1.1	1.3	2.8	1.5	0.2	3.6	-14.7
COc1cc(S(=O)(=O)N2CCOCC2)ccc1NC(=O)CN1c2cccc3cccc(c23)S1(=O)=O	3.4	-1.1	1.6	1.0	2.3	-0.5	-4.8	-4.6	-1.0
CCCn1nnnc1NCc1c(Cl)cccc1Cl	5.7	1.9	-0.7	0.1	9.8	0.1	-1.4	-4.0	-10.4
COC(=O)c1nn(-c2ccccc2)c(Sc2ccc(C)cc2)c1/C=N/O	8.1	-0.3	-0.6	-1.8	3.4	-3.0	4.0[fluorescence artefact?]	4.4	-21.0
COc1ccc2c(c1)c1nnc(SCC(=O)N3C(C)CCCC3C)nc1n2C (centres undefined)	1.0	-0.8	1.4	-0.6	3.4	0.9	-3.4	7.1	-19.2
Nc1ccc(Nc2ccccc2)c(S(=O)(=O)O)c1	-0.4	1.9	1.0	1.4	-1.9	-0.7	24.9	-1.0	-6.8
COc1cc(C(=O)N2CCC(NC(=O)C(Cc3ccc(C)cc3)NC(C)=O)CC2)cc(OC)c1OC (centres undefined)	2.0	-0.7	-1.1	1.4	7.7	0.4	0.3[fluorescence artefact?]	0.2	-15.1
CCn1cnc2c1c(=O)n(CC(=O)Nc1ccc(C(N)=O)cc1)c(=O)n2Cc1ccccc1	-11.1	1.6	0.0	1.2	-4.2	-5.4	-10.9	5.7	.
CCCCN(CCCC)C(=O)C1(P(=O)(c2ccccc2)c2ccccc2)CCC1	-4.6	-0.8	1.6	2.3	-5.1	-4.0	-0.5	17.4	-8.1
O=c1c2ccccc2oc2nc(-c3ccco3)n(Cc3ccccc3)c(=O)c12	8.1	-0.5	0.5	-1.3	-0.1	1.0	16.9[fluorescence artefact?]	-9.1	-15.8
COc1ccc(-c2noc(CN3CCCCC3)n2)cc1OC	-14.4	0.3	0.2	2.0	4.8	0.2	-5.5	-13.9	8.6
Cc1cc(O)ccc1NC(=O)CCN1C(=O)c2ccc([N+](=O)[O-])cc2C1=O	-23.5	0.2	0.7	-1.3	7.1	-1.8	-1.5[fluorescence artefact?]	-5.5	-4.8
Cc1ccc2nc(N3CC(=O)Nc4ccccc43)nc(-c3ccccc3)c2c1	-12.6	-0.6	-0.9	9.6*	-2.8	8.1	3.8	-8.2	-9.4
CCOc1cc2[nH]c(=O)n(CCCC(=O)NCc3ccco3)c(=O)c2cc1OCC	2.3	0.1	0.6	0.4	0.8	0.0	.	7.3	-3.9
O=C(Cn1c2c(c(=O)n3ncnc13)CCC2)N/N=C/c1ccc(Cl)cc1	10.3	0.0	0.2	0.6	-0.5	-4.3	1.1	-8.1	-12.7
S=c1[nH]cnc2sc(-c3ccccc3)cc12	-3.9	0.5	-0.9	-2.2	4.0	3.7	-1.0	-1.5	-8.7
CCN1/C(=C2\OC(=S)N(C)C2=O)C=Cc2ccccc21	-9.2	1.1	1.6	-1.1	3.4	0.2	3.5	-5.9	-12.8
COc1ccc(C(=O)N/N=C2/SCC(=O)N2Cc2ccc3c(c2)OCO3)cc1OC	-11.1	1.3	-1.0	1.6	-3.2	-4.4	6.0	5.5	-18.1
CC1CCC(NC(=O)C2CCN(S(=O)(=O)c3ccc4nc5c(c(C(=O)O)c4c3)CC(C)CC5)CC2)CC1 (centres undefined)	-13.3	2.6	-2.0	-1.1	1.9	-6.4	1.0	-1.6	-28.1
Fc1ccc(Oc2nccc(-c3ccc(Cl)cc3)n2)cc1	-5.2	0.3	3.8	0.0	2.6	-3.0	4.3	-23.8	-3.0
COCCNS(=O)(=O)c1ccc(-c2ccc(S(=O)(=O)NCCOC)cc2)cc1	-1.3	0.1	-0.5	0.0	0.9	-3.5	4.8	12.0	-20.1
CC(C)(C)NS(=O)(=O)c1ccc(Oc2ncc(C(F)(F)F)cc2Cl)cc1	-2.1	0.5	5.5	0.4	7.1	2.2	-1.3	1.4	-24.5
CC(C)NC(=O)C(Cc1ccccc1)N1C(=O)c2ccccc2C1=O (centres undefined)	12.4	-0.1	0.9	1.0	3.2	0.0	1.9	12.7	1.5
CSc1ccc(C(=O)C2CCCN(C(=O)CCCn3cncn3)C2)cc1 (centres undefined)	-25.7	0.9	1.1	2.2	-0.5	-2.7	3.0	-1.1	-6.4

As a working copy, some entries already given.
SMILES	S1P4 antag	PERK inhibitor	S1P4 ag	Wee1 stabilizer	BaF3 tox	Ba/F3 V617F tox	eIF4E 4G PPI	NPY-Y2 PAM-ag	MDM2 E3 inh
CC(C)NC(=O)C(Cc1ccccc1)N1C(=O)c2ccccc2C1=O (centres undefined)	12.4	-0.1	0.9	1.0	3.2	0.0	1.9	12.7	1.5
CSc1ccc(C(=O)C2CCCN(C(=O)CCCn3cncn3)C2)cc1 (centres undefined)	-25.7	0.9	1.1	2.2	-0.5	-2.7	3.0	-1.1	-6.4

Compound activity from PubChem.
